Rin1-Abl PPI inh: inhibitors of human Rin1-Abl protein interaction. P00519+Q13671. TR-FRET Rin1/Abl binding, biochemical. inhibition, % at 7.35 µM. 0.4% of 360,000 active; in the data active = inhibition above about 5%, passing the limit was not always enough
NadD block: inhibitors of Staphylococcus aureus NadD | purified NadD enzyme, colorimetric absorbance read-out | inhibition, % at 20 µM | 0.78% of 360,000 active; in the data active = inhibition above about 26%; also: some compounds past the cut are filed as inactive
SKN-1 inh: blocks SKN-1 activity in C. elegans | C. elegans VP596 Pgst-4::GFP/RFP ratio, acrylamide-induced, 24 h | inhibition, % at 21.8 µM | 0.49% of 360,000 active;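 active = interference check ratio from 0.5 to 1.5 plus GFP to RFP signal ratio inhibition reaching or exceeding a fixed threshold, cut at about 30% in these data, passing the limit was not always enough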; also: some compounds called inactive have numbers as strong as hits
MT1-MMP act inh: inhibitors of human MT1-MMP activation | P50281 | HT1080 RFP-PRO-GFP cells, GFP/RFP ratio fluorescence, overnight; percent of plate control window, DMSO zero | GFP/RFP ratio change, % at 20 µM | 0.061% of 360,000 active;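 active = GFP/RFP ratio change of at least 30% with cell ATP level not reduced by more than half and red fluorescence within 50% of control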; also: strong numbers were not always called active
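Test system: HT1080 RFP-PRO-GFP cells; Benchmarks: DMSO and RFP-L50D-GFP cell wells; Timing: cells overnight before dosing, compound overnight, 37 °C, 5% CO2; Compound: one 20 µM compound dose with 1% DMSO; Read-out: GFP/RFP fluorescence ratio.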
MLLE-PAM2 inh: blocks PAM2 peptide binding to the PABP1 MLLE domain | P11940 | GST-MLLE / FITC-PAM2 fluorescence polarization | inhibition, % at 20 µM | 0.36% of 360,000 active | AID 588489; in the data active = inhibition above about 35%, passing the limit was not always enough;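 also: plate controls were DMSO wells with GST-MLLE for no effect and wells lacking GST-MLLE protein for full effect; some results filed as inactive read as strong as hits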
Target sequence (P11940 whole entry, looked up, the tested form may be a part): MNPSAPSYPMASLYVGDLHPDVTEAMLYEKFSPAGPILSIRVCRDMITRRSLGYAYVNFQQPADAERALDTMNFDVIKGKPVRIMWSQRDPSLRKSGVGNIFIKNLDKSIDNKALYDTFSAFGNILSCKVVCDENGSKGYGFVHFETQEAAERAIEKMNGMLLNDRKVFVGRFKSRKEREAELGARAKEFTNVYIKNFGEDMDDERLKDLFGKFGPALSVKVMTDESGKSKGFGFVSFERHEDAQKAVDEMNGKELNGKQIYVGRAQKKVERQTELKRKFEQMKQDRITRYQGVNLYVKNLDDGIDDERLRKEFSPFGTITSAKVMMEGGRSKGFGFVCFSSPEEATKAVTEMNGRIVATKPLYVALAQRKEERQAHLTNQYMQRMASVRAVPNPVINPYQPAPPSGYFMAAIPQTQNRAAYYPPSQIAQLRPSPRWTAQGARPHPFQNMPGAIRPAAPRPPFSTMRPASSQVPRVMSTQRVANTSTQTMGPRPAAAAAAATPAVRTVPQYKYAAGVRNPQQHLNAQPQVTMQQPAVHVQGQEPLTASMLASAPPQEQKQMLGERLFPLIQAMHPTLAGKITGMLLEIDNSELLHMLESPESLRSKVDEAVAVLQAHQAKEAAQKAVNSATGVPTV
Rpn11 block: inhibitors of human proteasome Rpn11 | O00487 | human 26S proteasome, Ub4-pepOG fluorescence polarization; 20S core pre-blocked with epoxomicin | calls only at 20 µM | 0.59% of 360,000 active | AID 588493;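 active = inhibition at 20 µM, scaled to each plate's controls, above about 33%, limit read from the data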
Target sequence (O00487 whole entry, looked up): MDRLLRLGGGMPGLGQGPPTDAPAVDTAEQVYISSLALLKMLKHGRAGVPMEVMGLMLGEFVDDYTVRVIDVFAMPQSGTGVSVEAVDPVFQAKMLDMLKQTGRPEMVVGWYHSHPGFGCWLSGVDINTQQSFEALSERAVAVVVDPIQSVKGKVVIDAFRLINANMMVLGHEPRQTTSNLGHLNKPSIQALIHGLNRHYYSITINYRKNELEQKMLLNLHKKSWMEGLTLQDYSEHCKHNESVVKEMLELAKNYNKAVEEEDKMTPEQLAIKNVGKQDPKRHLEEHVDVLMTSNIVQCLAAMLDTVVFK
CSN inh: inhibitors of human CSN-mediated cullin deneddylation; Purified CSN, SCF-Nedd8-OG deneddylation, fluorescence polarization; inhibition, % at 12.5 µM; Q92905; 0.38% of 360,000 active;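 active = pattern-corrected inhibition above about 35%, with an unprinted fluorescence ratio check between 0.5 and 1.5, limit read from the data, passing the limit was not always enough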;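 also: 0% = enzyme with substrate and 100% = substrate without enzyme; some results filed as inactive read as strong as hits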
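Assay system: purified human Csn5 enzyme expressed in HEK293T cells; measure: % inhibition; also added: SCFSkp2-Nedd8OG substrate at 10 nM final; technique: fluorescence polarization; times: reaction 90 min, room temperature; medium: Tris buffer pH 7.5, NaCl, DTT, Tween-20, trehalose, ovalbumin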
Neddylation inh: blocks human cullin neddylation; P61081+Q13564; TR-FRET cullin neddylation, biochemical; calls only at 25 µM; 0.58% of 360,000 active; in the data active = inhibition above about 36%
FAS TE block: FAS thioesterase (human) inhibition; 0.67% of 360,000 active; inhibition, % at 15 µM; P49327; recombinant FAS-TE, OMFH fluorogenic substrate, fluorescence endpoint;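 active = compounds whose normalised, plate-corrected inhibition of enzyme fluorescence in the single-dose primary screen is 50% or more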;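 also: 0% = DMSO with enzyme and 100% = substrate without enzyme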
* hit, by the source's call; i = inactive; x = no result given. An unsorted share of the library, and some 3.9% of all compounds hit somewhere here.

Molecule	Rin1-Abl PPI inh	NadD block	SKN-1 inh	MT1-MMP act inh	MLLE-PAM2 inh	Rpn11 block	CSN inh	Neddylation inh	FAS TE block
O=C(COC(=O)CCc1nc2ccccc2s1)NCc1ccco1	1	2	-9	3	-1	i	6	i	-2
CCC(=O)N/N=C/c1ccc(OS(=O)(=O)c2ccccc2)cc1	2	1	0	5	-2	i	-8	i	-8
Cn1c(=O)cc(SCC(=O)N2CCN(c3ccccn3)CC2)c2ccccc21	-46	10	-2	9	0	i	-2	i	-3
Cc1nc(-c2ccccc2)sc1C1(C)CC(c2cccc([N+](=O)[O-])c2)=NO1 (centres undefined)	0	1	26	3	-2	i	2	i	20
CCOC(=O)[C@]12CCC=C1N(CCC1=CCCCC1)C(=O)[C@H](CC(=O)NCCC(C)C)C2	x	-3	2	2	x	x	1	i	-2
COc1ccc(C2CN=NC23CCCc2ccccc2C3=O)cc1 (centres undefined)	-1	-5	-11	0	-2	i	2	i	5
Cc1ccc(NC(=O)Cc2n[nH]c(=O)c3ccccc23)cc1S(=O)(=O)N1CCCCCC1	5	11	-7	-7	-10	i	-3	i	4
O=C(NCc1ccco1)C1CCCN1C(=O)Nc1cccc(Cl)c1 (centres undefined)	-1	2	2	-6	-5	i	-1	i	-3
COc1ccccc1C(=O)NCCC(=O)NC(C)CCc1ccccc1 (centres undefined)	0	-3	-8	0	6	i	-6	i	-1
Cc1cc(S(=O)(=O)N2CCN(CC(=O)NC(C)(C#N)C3CC3)CC2)ccc1Br (centres undefined)	0	-1	-3	-2	7	i	-5	i	0
CNS(=O)(=O)c1cc(NC(=O)c2cnc(SC)n2-c2ccccc2)ccc1C	-1	-4	17	0	-54	i	2	i	2
Clc1cccc(CSc2nnc([C@@H]3CCCN3)o2)c1	3	-3	8	-1	-16	i	8	i	-10
COc1ccc(-c2nc(CSCC(=O)NC3CCCC3)c(C)o2)cc1OC	1	0	12	9	14	i	3	i	-2
CCN1CCN(Cc2ccc(NC(=O)c3cc(NC(=O)c4nccnc4N)cc(OC)c3)cc2C(F)(F)F)CC1	1	-2	16	-6	14	i	-5	i	-6
O=S(=O)(Nc1cccnc1)c1cccc(C(F)(F)F)c1	-2	-5	0	11	-1	i	-9	i	-6

The listing continues:
Molecule	Rin1-Abl PPI inh	NadD block	SKN-1 inh	MT1-MMP act inh	MLLE-PAM2 inh	Rpn11 block	CSN inh	Neddylation inh	FAS TE block
CCCC(CCC)C(=O)NC1CCN(Cc2ccccc2)CC1	2	2	1	1	6	i	2	i	-6
CCO[C@@H]1OC(C(=O)N2CCN(Cc3ccc4c(c3)OCO4)CC2)=C[C@H](C2CCCCC2)[C@H]1CCCO	-2	0	4	-1	-3	i	-3	i	20
Cc1ccc(-n2cc(C(=O)c3ccc(F)cc3)nn2)cc1Cl	1	-1	14	5	-2	i	1	i	-6
c1ccc(-c2nc(CSc3nnc(-c4cccs4)o3)cs2)cc1	-6	-3	29*	-8	-90	i	-1	i	17
COc1ccc(C2/C(=C(/O)c3ccc(OC(C)C)cc3)C(=O)C(=O)N2CCCN2CCOCC2)cc1 (centres undefined)	-1	11	11	-3	-3	i	2	i	-3
COCCNC(=O)c1cn(C)c2ccc(S(=O)(=O)N(C)C3CCCCC3)cc2c1=O	1	6	20	-5	11	i	-5	i	18
NC(=O)c1ccc(NC(=O)COC(=O)C2CC(=O)N(Cc3ccccc3)C2)cc1 (centres undefined)	3	-2	-13	0	-1	i	-7	i	-3
Cc1cccc(-n2c(C)cc(/C=N\NC(=O)c3cccs3)c2C)c1	-3	14	10	3	-27	i	6	i	3
COc1ccc(N(C(=O)c2snc(C(N)=O)c2N)C(C(=O)NCC2CCCO2)c2ccc(C)o2)cc1OC (centres undefined)	-2	5	12	-8	4	i	-4	i	-6
O=[N+]([O-])c1ccc(S(=O)(=O)N/N=C/c2ccco2)cc1	1	-3	5	5	6	i	2	i	10
Cc1nc(C(=O)NNC(=O)c2cccc(Cl)c2)c(C(F)(F)F)o1	0	3	-5	5	1	i	2	i	3
CC(=O)NS(=O)(=O)c1ccc(N=c2ssc3c2-c2cc(C)ccc2NC3(C)C)cc1	-5	11	7	7	-9	i	-1	i	-9
CCOc1cc(C(=O)N(CC)CC(=O)Nc2c(F)cccc2F)ccc1OCC(=O)N1CCOCC1	0	0	11	-5	6	i	1	i	-8
CCN1CCN(c2ccc(S(=O)(=O)N3CCCCC3)cc2NC(=O)COc2ccc(Cl)c(C)c2)CC1	0	9	6	-2	-129	i	3	i	19
O=C(NC1CCCCC1)C(c1ccccn1)N(C(=O)c1csnn1)C1CCCCC1 (centres undefined)	2	-1	-2	-5	-9	i	1	i	-7

The list continues.
Molecule	Rin1-Abl PPI inh	NadD block	SKN-1 inh	MT1-MMP act inh	MLLE-PAM2 inh	Rpn11 block	CSN inh	Neddylation inh	FAS TE block
Cc1cc(=O)oc2c(C)c(OCC(=O)NCCc3ccc(S(N)(=O)=O)cc3)ccc12	-1	-3	23	-2	13	i	-5	i	-4
Cc1ccc2c(c1)C(=NC1CCCCC1)c1cc3ccccc3nc1-2	-3	-3	2	3	7	i	6	i	11
CCOCCCn1cc(C(=O)c2cc(Br)ccc2O)cc(C#N)c1=O	3	-1	-2	-5	-42	x	0	i	6
CCCN(CC(=O)Nc1cc(Cl)ccc1Cl)C(=O)c1ccccc1SCC(=O)N1CCCC1	0	8	5	-5	-7	i	-1	i	-2
CCN(CC)S(=O)(=O)c1ccc(C)c(NC(=O)COC(=O)[C@@H]2CCCN2C(=O)c2cccs2)c1	1	-11	2	3	-6	i	1	i	1
Cc1cc(Nc2ccccc2)nc(N2CCN(C(=O)c3ccc4c(c3)OCO4)CC2)n1	1	3	10	0	7	i	-3	i	1
CCOc1cc(N2CCOCC2)c(OCC)cc1NC(=O)Cc1ccc(OC)c(OC)c1	-2	3	-2	4	-12	i	1	i	-4
CN1CCCC(C#CC(O)(c2ccccc2)c2ccccc2)C1 (centres undefined)	3	-1	0	-4	0	i	3	i	-4
Cc1ccc(Cl)cc1N1CCN(S(=O)(=O)c2c(C)[nH]c(=O)[nH]c2=O)CC1	-3	7	-13	0	-2	i	-2	i	-3
CCCN(C)C1CN(Cc2cn(Cc3ccc(C)cc3)nn2)S(=O)(=O)C1 (centres undefined)	x	2	-15	2	x	x	-2	i	-10
O=C(NCCOc1ccccc1)c1n[nH]c(=O)c2ccccc12	0	-1	10	0	2	i	6	i	-8
Cc1c(NC(=S)NC(=O)CSc2ccc(Cl)cc2)cccc1C(=O)O	0	2	17	-2	41*	i	3	i	-8
CSc1nnc(Cn2c(=O)sc3ccccc32)n1-c1ccccc1	2	4	0	5	3	i	6	i	1
O=C(c1ccco1)N1CCN(C(=O)c2ccco2)CC1	3	-9	-5	0	12	i	-2	i	-4
COc1cc2c(cc1N)-c1ccc(N)cc1C2	-1	9	56	1	32	i	-11	i	-6

3 records drawn at random from those above:
Molecule	Rin1-Abl PPI inh	NadD block	SKN-1 inh	MT1-MMP act inh	MLLE-PAM2 inh	Rpn11 block	CSN inh	Neddylation inh	FAS TE block
Cc1cc(S(=O)(=O)N2CCN(CC(=O)NC(C)(C#N)C3CC3)CC2)ccc1Br (centres undefined)	0	-1	-3	-2	7	i	-5	i	0
O=[N+]([O-])c1ccc(S(=O)(=O)N/N=C/c2ccco2)cc1	1	-3	5	5	6	i	2	i	10
CCCN(CC(=O)Nc1cc(Cl)ccc1Cl)C(=O)c1ccccc1SCC(=O)N1CCCC1	0	8	5	-5	-7	i	-1	i	-2

(cont.)
Molecule	Rin1-Abl PPI inh	NadD block	SKN-1 inh	MT1-MMP act inh	MLLE-PAM2 inh	Rpn11 block	CSN inh	Neddylation inh	FAS TE block
CC(=O)N1CCc2cc(S(=O)(=O)CCC(=O)N3CCC(C)CC3)ccc21	3	-5	-1	2	-5	i	-4	i	-6
O=C(O)c1ccccc1C(=O)Nc1n[nH]c(=S)s1	0	-2	16	3	6	i	1	i	-7
Cc1ccc(C(=O)C2C(c3ccc(-c4ccccc4[N+](=O)[O-])o3)NC(=O)NC2(O)C(F)(F)F)cc1 (centres undefined)	1	-2	26	1	5	i	2	i	8
CCCCNC(=O)/C(C#N)=C/c1ccc(C(=O)OC)cc1	2	0	7	1	15	i	5	i	9
C[C@H](CO)N1C[C@H](C)[C@H](CN(C)C(=O)c2ccc(N3CCN(C)CC3)cc2)OCc2cnnn2CCCC1=O	2	-3	-4	2	-9	i	-4	i	-10
COC(=O)[C@H]1C[C@@H]1[C@H](NC(=O)c1cc(C)on1)c1ccccc1	2	-3	3	1	-8	i	-1	i	-2
CCCCn1c(N)c(N(CC(C)C)C(=O)CC(NC(=O)c2ccccc2Cl)c2ccccc2)c(=O)[nH]c1=O (centres undefined)	-1	2	4	3	-20	i	-9	i	-5
CC(C(=O)N1CCOCC1)(c1ccccc1)c1ccccc1	3	2	4	-1	-22	i	2	i	-4
Cc1cc(C)n(-c2cc(N3CCN(S(=O)(=O)c4ccc(C)c(C)c4)CC3)ccc2[N+](=O)[O-])n1	-2	14	11	2	4	i	-1	i	24
Cn1cccc1/C=N/n1c(-c2ccccc2)n[nH]c1=S	-1	8	-7	3	5	i	1	i	-7
CC(C)(C)c1nnc(NS(C)(=O)=O)s1	9.9*	0	-1	3	16	i	0	i	-3
CC(SCc1ccccc1)C(=O)Nc1ccc(F)cc1 (centres undefined)	1	-4	9	6	6	i	0	i	5
COC(=O)[C@@]12CCCN1[C@H](c1ccc(-c3ccc4c(c3)OCO4)c(OC)c1)[C@H]1C(=O)N(C)C(=O)[C@H]12	-1	-4	-8	0	4	i	2	i	-8
O=c1c(-c2ccccc2)cnc2n1CCS2	-1	-3	-8	3	-2	i	-4	i	-3
CC(=O)c1cc(C#N)c(Oc2cccc(C(F)(F)F)c2)nc1C	2	-6	-8	4	-3	i	4	i	20

Next part
Molecule	Rin1-Abl PPI inh	NadD block	SKN-1 inh	MT1-MMP act inh	MLLE-PAM2 inh	Rpn11 block	CSN inh	Neddylation inh	FAS TE block
N#CCCn1cc(C(=O)O)c(-c2cccs2)n1	3	-7	-3	1	1	i	-10	i	-9
CC1=C(C(=O)Nc2ccc(C(=O)NCCC(C)C)cc2)SCCO1	0	-4	-13	-3	14	i	3	i	-5
COCCN(C(=O)COC(=O)CSc1ccccc1)c1c(N)n(Cc2ccccc2)c(=O)[nH]c1=O	1	-3	-8	4	-9	i	1	i	0
COc1ccc(Nc2ccc(Cl)nn2)cc1	-2	-4	7	-3	6	i	-2	i	-2
O=C(CSc1nc(-c2ccccc2)nn1C(=O)c1ccccc1)Nc1cccc([N+](=O)[O-])c1	-1	15	18	1	20	i	0	i	6
CN(C)NC(=S)Nc1ccc2nc(-c3ccccn3)c(-c3ccccn3)nc2c1	2	-1	-2	-9	9	i	3	i	-4
Clc1cc(NCc2cccs2)ccc1N1CCOCC1	-6	1	39*	1	18	i	2	i	2
COc1ccc(N(CC(=O)Nc2ccc(S(=O)(=O)N3CCCCC3)cc2)S(C)(=O)=O)cc1OC	-4	5	10	5	0	i	0	i	4
COc1ccccc1NC(=O)CCc1nnc2ccc(N3CCCCC3)nn12	0	1	21	-2	1	i	-2	i	-6
COCCNc1nc2cc(-c3ccccc3C)sc2c(=O)n1C	-5	-2	-4	8	0	i	-4	i	0
C=CCNC(=O)CN1CCC(O)(c2ccc(F)cc2)CC1	5	-5	0	10	-2	i	0	i	-7
CC(C)CCN1CCC(CN2C(=O)C(=O)NC[C@@H]2Cc2ccccc2)CC1	-2	-1	14	6	16	i	-6	i	-11
C=CCn1c(C)nc2c(cnn2-c2ccccc2)c1=O	1	-2	2	-1	7	i	-2	i	-3

Screening data (PubChem)
